CIT2-GFP yeast: modulators of CIT2-GFP expression in yeast, primary screen, S. cerevisiae, GFP fusion, multiplex flow cytometry, MLPCN library; S. cerevisiae CIT2-GFP strain, 3 h; 100 means same as DMSO wells; GFP response vs DMSO, % at 10 µM; hit rate 0.065% among 320,000;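 active = GFP response relative to DMSO above a set limit, near the screen mean plus 3 SD, cut at about 150% in these data; inconclusive = Fewer than 70 cells measured for a yeast strain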;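 note: ratio of well median GFP fluorescence to mean of DMSO wells on the plate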
procasp7 counter: procaspase-7 activators, primary screen, counter-screen for procaspase-3 activator project, biochemical, absorbance, HTS, human; recombinant procaspase-7, Ac-DEVD-pNA absorbance 405 nm; D23A/D198A/D206A triple mutant, cannot self-cleave; scale: DMSO 0, 5 µM enzyme 100; Caspase-7 (Homo sapiens), P55210; hit rate 0.093% among 330,000; activation, % at 8.5 µM; AID 463210, 2010;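 active = percent activation above the screen-wide mean plus 3 SD, cut at about 25% in these data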
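Replicates: singlicate. Assay system: Procaspase-7 triple mutant (PC-7 D3A). Signal: 405 nm absorbance of p-nitroaniline. Times: 1 h preincubation, 2 h reaction. Buffer or medium: Zinc-free HEPES pH 7.4 with 300 mM NaCl, 0.01% Triton X-100. Also added: DEVD-pNA substrate. Benchmarks: DMSO wells as 0%, DMSO with 5 µM added PC-7 as 100%.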
AGP1-GFP MLPCN: modulators of AGP1-GFP expression in yeast TOR pathway, primary screen, cell-based, multiplex flow cytometry, S. cerevisiae, MLPCN library; 3 h; GFP as percent of DMSO wells; GFP response vs DMSO, % at 10 µM; hit rate 0.02% among 320,000;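 active = GFP response relative to DMSO above a set limit, near screen average plus 3 SD, cut at about 150% in these data; inconclusive = fewer than 70 cells counted for the yeast strain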;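 note: median GFP channel fluorescence of the gated AGP1 strain per well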
LAP4 TOR yeast: modulators of LAP4-GFP expression in yeast, primary screen, S. cerevisiae, multiplex flow cytometry, MLPCN library; hit rate 0.34% among 320,000; 3 h; median GFP as percent of DMSO wells; GFP response vs DMSO, % at 10 µM; AID 2023, 2009;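 active = GFP response vs DMSO above a set limit, about the screen mean plus 3 SD, cut at about 150% in these data; inconclusive = under 70 cell events counted for the yeast strain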
procasp3 activ: activators of human procaspase-3 D3A mutant, primary screen, biochemical, absorbance, PC-3 D3A mutant, single concentration; Caspase-3 (Homo sapiens), P42574; recombinant procaspase-3 D3A, Ac-DEVD-pNA absorbance 405 nm; activation, % at 8.5 µM; hit rate 0.11% among 330,000;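 active = activation above the mean of all tested compounds plus 3 SD, cut at about 21% in these data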;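 note: 0% = DMSO alone and 100% = DMSO wells spiked with extra 5 µM PC-3 D3A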
Target sequence (P42574 whole entry D9A/D28A/D175A): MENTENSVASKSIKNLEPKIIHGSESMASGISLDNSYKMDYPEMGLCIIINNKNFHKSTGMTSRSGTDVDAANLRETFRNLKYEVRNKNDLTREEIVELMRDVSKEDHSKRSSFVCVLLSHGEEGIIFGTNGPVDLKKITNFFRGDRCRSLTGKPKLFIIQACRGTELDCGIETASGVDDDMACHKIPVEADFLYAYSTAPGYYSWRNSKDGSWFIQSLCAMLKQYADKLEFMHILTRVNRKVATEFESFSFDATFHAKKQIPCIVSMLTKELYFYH
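Test system: Procaspase-3 D3A mutant; medium: Zinc-free HEPES/NaCl buffer with 0.01% Triton X-100 at pH 7.4; reagent: DEVD-pNA substrate; doses: one concentration, 8.5 µM nominal, 0.8% DMSO; times: 1 h preincubation plus 2 h reaction at 25 °C; signal: Epi-absorbance at 405 nm of released p-nitroaniline, 0 and 120 min; replicates: singlicate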
MEP2-GFP yeast: modulators of MEP2-GFP levels in yeast, primary screen, S. cerevisiae, multiplex flow cytometry, MLPCN library. S. cerevisiae MEP2-GFP strain, 3 h; 100% = DMSO control level. GFP response vs DMSO, % at 10 µM. hit rate 0.51% among 330,000;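 active = GFP response versus DMSO above a set limit, roughly screen mean plus 3 SD, cut at about 180% in these data; inconclusive = fewer than 70 cells counted for a yeast strain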;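 note: median GFP fluorescence of the barcode-gated MEP2-GFP cells per well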
AHR activator: AHR activators, primary screen, cell-based, luminescence, luciferase reporter, human. activation, % at 5 µM. AHR-responsive luciferase reporter cells. hit rate 2.5% among 320,000; in the data active = activation above about 47%;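 note: 0% = vehicle wells and 100% = reference agonist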
Target sequence (P35869 whole entry, looked up): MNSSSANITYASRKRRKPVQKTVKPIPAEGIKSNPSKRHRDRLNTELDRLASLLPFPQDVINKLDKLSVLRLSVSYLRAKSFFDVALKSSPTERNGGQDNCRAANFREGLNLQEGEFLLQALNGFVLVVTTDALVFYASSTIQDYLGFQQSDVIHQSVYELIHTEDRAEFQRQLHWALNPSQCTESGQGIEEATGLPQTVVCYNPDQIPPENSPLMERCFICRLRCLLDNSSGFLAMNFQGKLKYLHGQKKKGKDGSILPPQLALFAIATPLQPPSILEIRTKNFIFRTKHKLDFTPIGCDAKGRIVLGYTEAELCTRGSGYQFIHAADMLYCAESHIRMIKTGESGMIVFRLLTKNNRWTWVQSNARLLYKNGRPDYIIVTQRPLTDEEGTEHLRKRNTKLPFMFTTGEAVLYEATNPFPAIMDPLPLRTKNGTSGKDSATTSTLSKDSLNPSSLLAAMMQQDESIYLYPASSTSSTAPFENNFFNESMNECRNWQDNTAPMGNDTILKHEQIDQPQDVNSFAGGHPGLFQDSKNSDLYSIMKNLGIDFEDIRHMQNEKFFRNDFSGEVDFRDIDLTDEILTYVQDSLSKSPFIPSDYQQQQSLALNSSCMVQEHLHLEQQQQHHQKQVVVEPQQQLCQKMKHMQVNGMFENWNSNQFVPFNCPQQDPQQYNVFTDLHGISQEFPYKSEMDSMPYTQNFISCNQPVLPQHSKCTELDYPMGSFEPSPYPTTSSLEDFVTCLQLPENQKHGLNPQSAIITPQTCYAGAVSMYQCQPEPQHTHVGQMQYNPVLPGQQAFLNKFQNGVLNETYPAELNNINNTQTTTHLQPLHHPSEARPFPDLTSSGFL
RPL19A-GFP yeast: RPL19A-GFP expression modulators in yeast, primary screen, cell-based, S. cerevisiae, multiplex flow cytometry, MLPCN; hit rate 0.3% among 330,000; percent response vs DMSO, % at 10 µM; S. cerevisiae RPL19A-GFP strain, 3 h; hits give low values; AID 2025, 2009;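 active = percent response vs DMSO below 50%; inconclusive = fewer than 70 events counted for the yeast strain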;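 note: median channel GFP fluorescence of the barcoded RPL19A-GFP strain; ratio of sample median GFP to plate DMSO average so 100% = DMSO; lower means less RPL19A-GFP as with rapamycin TOR inhibition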
* hit, by the source's call; ? = inconclusive; nt = not tested or not shown; [ ] = remark or other dose. The order is random; about 3.5% have a hit in one of these screens.

SMILES	CIT2-GFP yeast	procasp7 counter	AGP1-GFP MLPCN	LAP4 TOR yeast	procasp3 activ	MEP2-GFP yeast	AHR activator	RPL19A-GFP yeast
COCCCNC(=S)NNC(=S)Nc1ccc(F)cc1F	101	-20	109	99	-11	105	1	102
COc1ccc(CN2CCC(N3CC(C)OC(C)C3)CC2)c(OC)c1 (configuration not stated)	99	nt	98	91	nt	107	nt	106
CCOc1ccc(OCC)c(S(=O)(=O)NC2CC(C)(C)NC(C)(C)C2)c1	93	8	98	94	-4	101	0	99
OCCC1CN(Cc2cccn2-c2ccccn2)CCN1Cc1ccccc1 (configuration not stated)	100	10	99	100	7	98	2	97
CC(=Nc1ccc(O)cc1)c1sc2ccccc2c1O	100	-15	99	101	-3	99	10	99
CCN(CC)c1ccc(NC(=O)c2ccco2)cc1	110	-1	108	107	-2	104	2	107
Cc1nc(SCC(=O)Nc2ccc3c(c2)OCCO3)c2oc3ccccc3c2n1	106	-3	117	111	-2	110	3	nt
O=C1c2ccccc2C(=O)C1c1nccc2ccccc12	82	11	73	87	15	97	51*	77
CCOCCn1c(N2CCCC2)nc2c1c(=O)[nH]c(=O)n2C	103	-5	98	87	-2	102	1	101
O=C(NCc1ccc2c(c1)OCO2)C1CCC(=O)N1C1CCCC1 (configuration not stated)	86	4	93	93	0	94	-1	89
CCN(CC)CCNC(=O)NC1CCCCC1	96	12	100	94	2	101	0	98
C/C(=N\NC(=O)CSc1nc2ccccc2[nH]1)c1ccncc1	101	4	98	93	-1	88	15	94
COc1ccc(N(CC(=O)NCc2cccs2)S(=O)(=O)c2c(C)nn(C)c2C)cc1	104	-8	103	106	3	106	2	102
CNC(=S)NNC(=O)c1cccn(Cc2ccc(Cl)c(Cl)c2)c1=O	92	-1	90	98	1	97	-2	95
O=C1Nc2ccccc2S/C1=C\C(=O)N1CCCC1	88[may fluoresce red]	5	?	?	8	?	64*	?
Cc1ccc(C(=O)NNC(=O)C2CSC3(C)CCC(=O)N23)cc1 (configuration not stated)	110	1	110	111	5	107	5	109
CC1Cc2cc(S(=O)(=O)N3CCCC(C(=O)N4CCCCC4)C3)ccc2N1C(=O)C1CC1 (configuration not stated)	104	6	96	88	5	94	0	95
Cc1ccc(NC(=O)COC(=O)C2CSC3(C)CCC(=O)N23)c(C)c1 (configuration not stated)	93	2	99	104	-9	101	8	100
Cc1[nH]nc(Nc2ccccc2)c1[N+](=O)[O-]	101	-6	95	108	2	96	20	98
CCCCC(=O)NC(c1ccc(OC)c(OC)c1)c1c(O)ccc2ccccc12 (configuration not stated)	93	0	101	93	9	100	2	97
c1ccc(COc2ccc(OCCCNC3CCCC3)cc2)cc1	79	-3	94	92	-2	97	4	95
O=c1ccc(-c2ccc(S(=O)(=O)Nc3ccc(F)cc3)s2)n[nH]1	98	0	101	99	7	98	1	100
COCC(C)NC(=S)NC(=O)c1cc(S(=O)(=O)N2CCOCC2)ccc1C (configuration not stated)	104	7	102	97	-13	95	1	103
COc1ccc(Cc2nnc(NC(=O)Cc3cccs3)s2)cc1OC	101	-1	108	100	2	105	31	104
CC(=O)c1ccccc1NC(=O)CSc1n[nH]c(=O)n1C1CC1	116	-10	100	92	1	103	25	104
New compounds follow
SMILES	CIT2-GFP yeast	procasp7 counter	AGP1-GFP MLPCN	LAP4 TOR yeast	procasp3 activ	MEP2-GFP yeast	AHR activator	RPL19A-GFP yeast
CCN(CC(=O)Nc1ccc(NC(C)=O)cc1)C(=O)Cc1ccccc1F	103	-4	98	96	-6	107	0	105
CCCN(CCC)c1nc(Cl)nc(NCCN2CCOCC2)n1	90	11	76	74	0	88	2	89
COc1ccc(C2OC(=O)C(C)(C)C(=O)C2(C)C)cc1OC (configuration not stated)	102	10	107	111	-6	92	-1	98
COc1ccc(CN(Cc2cc3cc4c(cc3[nH]c2=O)OCO4)C(=O)NC2CCCCC2)cc1	90	1	94	100	-6	104	9	97
CC(C)CN1C(=O)C(=Nc2cccnc2)c2ccccc21	98	11	85	91	0	99	1	104
C=CCN1CCN(C(c2ccccc2)c2nnnn2CCC(C)C)CC1 (configuration not stated)	98	8	105	100	-1	101	1	100
Cc1cc(NC(=O)CN2CCCCC2)n(-c2ccccc2)n1	98	-9	104	97	-9	102	2	111
CCc1nnc(NC(=O)CSc2nnc(-c3ccoc3C)n2-c2ccc(C)cc2)s1	93	-2	100	90	-6	89	0	95
COC(=O)c1ccc([C@@H]2C[C@H]3CN(Cc4cccnc4)C(=O)[C@]34CCCN24)cc1	103	-8	107	107	-8	101	-1	101
O=C(Cn1nc(-c2ccccc2)c2ccccc2c1=O)Nc1cccnc1	103	13	106	99	3	105	7	101
Cc1nn(C)c(Cl)c1/C=C/C(=O)O	93	6	106	96	0	97	4	98
Cc1ccc(C(=O)N2CCN(C3CCCCC3)CC2)s1	94	0	99	100	-2	99	0	95
O=C(Nc1ccc(F)cc1)c1ccc(=O)[nH]n1	100	13	95	92	7	107	6	99
COCc1cc(C)nc(SCC[N+](C)(C)CC(=O)c2ccccc2)c1C#N	100	2	99	88	-1	105	1	104
Nc1c2c(nc3ccccc13)N(C1CCCCC1)CC2	94	4	99	98	5	101	36	98
COC(=O)c1ccc(/C=C2/SC(=S)N(CCC(=O)NCCCN3CCOCC3)C2=O)cc1	?	-9	?	89[may fluoresce violet]	-4	566*[may fluoresce violet]	-1	58[may fluoresce violet]
COc1ccc(Cc2nnc(NC(=O)Cn3cnc4c3c(=O)n(C)c(=O)n4C)s2)cc1	96	-4	104	97	3	102	3	102
Cc1ccc(/C=N/N=C2/NC(=O)C(CC(=O)Nc3ccc(Cl)cc3)S2)o1 (configuration not stated)	103	3	99	94	-5	106	-1	106
CCOC(=O)CNC(=S)N(Cc1ccco1)Cc1ccccc1Cl	103	-14	100	91	-3	105	2	101
COc1cccc(/C=C2\SC(=N)N(c3ccc(F)cc3)C2=O)c1	104	4	93	103	8	101	1	104
COC(=O)c1c(NC(=O)CCCC(=O)O)sc(C)c1C	100	-4	98	98	0	102	0	99
CC(=O)NC(c1ccc(C)cc1)c1cc([N+](=O)[O-])c2cccnc2c1O (configuration not stated)	102	-5	95	93	-6	95	1	98
O=c1c([N+](=O)[O-])cccn1Cc1cccc(Br)c1	100	nt	97	104	nt	109	nt	103
Cn1c(CN2CCCC2)nc2cc(NC(=O)C3CCCCC3)ccc21	107	2	100	104	2	97	0	101
O=c1cc(OCc2ccccc2)cc[nH]1	?	-5	97[may fluoresce violet]	?	2	98[may fluoresce violet]	1	93[may fluoresce violet]
Next records.
SMILES	CIT2-GFP yeast	procasp7 counter	AGP1-GFP MLPCN	LAP4 TOR yeast	procasp3 activ	MEP2-GFP yeast	AHR activator	RPL19A-GFP yeast
C=CCNC(=O)CN1CCC(n2c(C)nc3cc(C(F)(F)F)ccc32)CC1	111	-4	113	105	-4	99	2	106
CCOc1ccc2[nH]c3c(N4CCC5(CC4)OCCO5)ncnc3c2c1	91	-2	98	100	6	99	71*	95
CC(=O)Nc1ccccc1NC(=O)C/C(C)=N/NC(=O)Cc1cccc2ccccc12	101	4	99	94	0	102	7	100
CCCCNC(=O)C1c2cc(OC)c(OC)cc2C(=O)N(C)C1c1ccc(OC)cc1 (configuration not stated)	95	8	100	99	5	97	1	98
CCN(CC)c1ccc(/C=C2\CCC(/C=N/NC(=O)c3ccc(=O)n(C)c3)=C2N2CCOCC2)cc1	115	-16	32	120	-1	160	-4	108
Cc1c(Cl)cccc1NC(CC(=O)c1ccccc1)C(=O)OCC(=O)c1cccs1 (configuration not stated)	101	-27	103	104	-17	107	15	106
CCCCNC(=O)COC(=O)c1cc(S(=O)(=O)N2CCCCCC2)ccc1OC	105	7	106	102	-5	108	6	100
O=C(CCCCCNC(=O)N1CCn2c1nc1ccccc12)NCc1ccc(F)cc1	93	4	76	95	6	102	2	90
COC(CNC(=O)c1c[nH]c2ccc(S(=O)(=O)N3CCOCC3)cc2c1=O)OC	106	4	102	96	5	108	1	97
CCOC(=O)CC1C(=O)NCCN1S(=O)(=O)c1ccc(C)cc1 (configuration not stated)	108	-7	108	103	-7	101	2	98
O=C1C2CCCN2C(c2ccc(F)cc2)N1c1cccc(Cl)c1 (configuration not stated)	73	9	62	96	-9	107	0	100
COc1cc(C(=O)OC(C)C(=O)NC2CCCCC2C)c([N+](=O)[O-])cc1OC (configuration not stated)	104	9	99	96	-9	105	-1	104
O=C1CC(N(O)c2ccccc2)C(=O)N1Cc1ccccc1 (configuration not stated)	98	-14	94	101	1	100	5	97
Clc1ccc(C(CCN2CCCC2)Cc2ccccc2)cc1 (configuration not stated)	107	-3	108	105	3	108	0	104
COc1ccc(OCC(=O)Nc2ccc(S(=O)(=O)N3CCCCC3)cc2)cc1	93	-10	89	90	-4	97	-1	91
O=c1c(OC2OC(CO)C(O)C(O)C2OC2OC(CO)C(O)C(O)C2OC2OC(CO)C(O)C(O)C2O)c(-c2ccc(O)c(O)c2)oc2cc(O)cc(O)c12 (configuration not stated)	93	16	98	100	2	104	1	95
CCCOc1ccc(N2CC(C(=O)NC3=NCCS3)CC2=O)cc1 (configuration not stated)	135	3	129	114	0	107	13	105
Cc1ccc(CCNS(=O)(=O)c2ccc3c(c2)N(C)CCO3)cc1	96	-3	99	105	-6	105	0	96
CC1(C)OC(=O)C(=CNc2ccccc2)C(=O)O1	nt	-10	109	102	0	108	-2	109
C#CCOCCOCCOCCNc1nc(N2CCN(C(=O)[C@H]([C@@H](C)CC)n3cc(CCCN=C(N)N)nn3)CC2)nc(N2CCN(C(=O)[C@H](CCCCN)n3cc(CCC(=O)O)nn3)CC2)n1	101	-8	87	120	6	95	1	99
N/C(=N\OC(=O)/C=C/c1ccccc1)c1ccc(Br)cc1	102	-5	102	94	-9	104	-4	108
COc1cccc(F)c1C(=O)NC(=O)Nc1ccc2nc(C)oc2c1	99	-8	102	107	6	100	-4	99
CC(C)c1ccc(OCC(=O)NC2CCCC2)cc1	98	16	92	104	4	99	9	96
Cc1nn(-c2ccccc2)c(C)c1NC(=O)COC(=O)[C@@H](NC(=O)c1ccccc1)C(C)C	95	-3	98	97	2	97	-1	100
CCN(CC)c1ccc(C(=O)N/N=C/c2ccc(N3CCOCC3)cc2)cc1	100	5	104	95	3	112	19	104
O=C1c2ccccc2C(=O)C1c1ccc(Cl)cc1	?	0	?	?	-2	?	5	?

2 records drawn at random from those above, as already listed:
SMILES	CIT2-GFP yeast	procasp7 counter	AGP1-GFP MLPCN	LAP4 TOR yeast	procasp3 activ	MEP2-GFP yeast	AHR activator	RPL19A-GFP yeast
Cc1c(Cl)cccc1NC(CC(=O)c1ccccc1)C(=O)OCC(=O)c1cccs1 (configuration not stated)	101	-27	103	104	-17	107	15	106
COC(CNC(=O)c1c[nH]c2ccc(S(=O)(=O)N3CCOCC3)cc2c1=O)OC	106	4	102	96	5	108	1	97

Source: PubChem BioAssay (several laboratories)
